BCR signal inh – chronic active BCR signaling inhibition | ABC-DLBCL IkBa-CBG/CBR reporter, luminescence ratio, 4 h | Potency, µM (series often up to 46.1 µM), for the others: top-dose ratio change, negative = lower green/red ratio, actives largely listed as inhibitors | hit rate 0.05% among 340,000 | AID 493014; active means well fitted inhibition curve with a large enough effect in the signal ratio, with a control signal flat, not every such curve was filed as active; inconclusive means small, poorly fitted or top-dose-only effect, or effect the other way, or a change in a side signal; the % refers to the signal ratio;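 further: potency means the concentration at half of the fitted maximal effect; plate controls were basal doxycycline-induced cells for no effect and cells given 10 µM MG132 for full effect; MG132 reads +100%, hits lower the ratio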
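Concentration-response series (up to 46 uM) were applied to TMD8 dual-reporter cells for 4 h at 37C with doxycycline. Green/red ratio, after filter-overlap correction, defined %Activity; red signal alone was normalised to basal cells and zero luminescence.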
B2AR arrestin – agonists driving beta-arrestin recruitment to human beta2-adrenergic receptor; P07550; beta-arrestin recruitment to beta2AR, cell-based reporter; Potency, µM (highest dose often 46.1 µM), for inactives: at the top dose activation, usual class: activators; hit rate 0.02% among 330,000;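 further: potency means the concentration at half of the fitted maximal effect; 0% = DMSO controls and full agonism = EC100 isoproterenol or metaproterenol; nearly all actives have a fitted effect of over 65% in size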
ELG1 repair inh – blocks ELG1-dependent DNA repair in HEK293T cells | Potency, µM (series often up to 46.1 µM), without a hit: at the highest dose activity change, negative = inhibition, most hits filed as inhibitors | hit rate 2.3% among 330,000 | HEK293T ELG1-luciferase reporter, luminescence, 16 h; DNA damage induced by 5-fluorouridine | AID 504467; further: potency means the concentration at half of the fitted maximal effect; on the % scale 0 is the no-effect control and ±100 the full control effect; nearly all actives have a fitted effect of over 55% in size
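DMSO vehicle served as the neutral condition. Each well held 2,000 cells given 5-fluorouridine plus compound; after 16 hr at 37 °C/5% CO2, ONE-Glo was added and luciferase measured 30 min later.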
USP2a block – blocks human ubiquitin-specific protease USP2a; Potency, µM (titrated, usually from 38.3 µM), inactives show top-dose activity change, negative = inhibition, most hits filed as inhibitors; USP2 core, Ub-CHOP2 coupled fluorogenic reporter, 485/531; O75604; hit rate 0.01% among 330,000; AID 463254;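 further: potency means the concentration at half of the fitted maximal effect; plate controls were DMSO wells for no effect and full inhibition by NEM control for full effect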
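Cell-free coupled assay: 10nM USP2 core preincubated 30min RT with compound in Tris-HCl pH 8.0/CaCl2/CHAPS buffer, then 25nM Ub-CHOP2 and 25nM reporter substrate; fluorescence (Ex 485/Em 531) read after 60min RT, normalized to NEM inhibition, concentration-response curves fitted.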
PTAP TSG101 blk – blocks PTAP/TSG101 interaction to inhibit HIV-1 budding; 340,000 tested, under 10 active; Fluorescence polarization, FITC-PTAP peptide / Tsg101 binding; Potency, µM (doses to about 115 µM), inactives show top-dose activity change, negative = inhibition, actives largely listed as inhibitors; active means well fitted inhibition curve with a large enough effect in the main read-out, with a control signal flat, not every such curve was filed as active; inconclusive means small, poorly fitted or top-dose-only effect, or effect the other way, or a change in a side signal; inactive means no such curve, though single readings can be large or run the other way; further: potency means the concentration at half of the fitted maximal effect; % of control where 0% means no effect
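Fluorescence anisotropy tracks displacement of a FITC-tagged PTAP peptide (50 nM) from the Tsg101 binding domain (10 uM), following a 20 min room-temperature incubation at pH 7.5.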
Tb PFK block – inhibitors of T. brucei phosphofructokinase; T. brucei PFK, ADP-Glo luminescence; hit rate 0.17% among 330,000; O15648; Potency, µM (titrated, usually from 57.5 µM), without a hit: at the highest dose activity, negative = inhibition, hits mostly inhibitors;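 further: potency means the concentration at half of the fitted maximal effect; 0% = uninhibited 1x PFK enzyme wells and -100% = no-enzyme wells; nearly all actives have a fitted effect of over 60% in size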
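Compounds were pin-transferred as a titration series up to 57 uM into substrate buffer (0.5 mM F6P, 0.1 mM ATP, pH 8.0), then 1.25 nM PFK was added and reactions ran 45 min before ADP-Glo detection.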
uPA generation – inhibitors of cell surface uPA generation; cell surface uPA generation assay, qHTS; Potency, µM (titrated, usually from 38.3 µM), for the others: at the highest dose activity change, negative = inhibition, usual class: inhibitors; hit rate 0.31% among 330,000; AID 540303; active means well fitted inhibition curve with a large enough effect; inconclusive means small, poorly fitted or top-dose-only effect; inactive means no such curve, though single readings can be large or run the other way; tested in mouse RAW 264.7 cells; further: potency means the concentration at half of the fitted maximal effect; on the % scale 0 is the no-effect control and ±100 the full control effect; nearly all actives have a fitted effect of over 55% in size
TCR activator – activates T cell receptor signaling; 330,000 tested, under 10 active; primary human leukocytes, anti-CD3, IL-2 HTRF, 48 h; Potency, µM (titrated, usually from 9.22 µM), inactives show at the highest dose activation of IL-2 secretion, hits mostly activators; AID 504894; further: % of control where 0% means no effect
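Using a-CD3 beads without co-stimulation, primary human leukocytes were exposed to compounds for 48 hr. An HTRF IL-2 kit measured the cytokine, with europium-to-d2 energy transfer producing emission at 665nm upon 320nm excitation.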
Mito fusion act – mitochondrial division inhibition or fusion activation; S. cerevisiae fusion-defective mutant growth rescue, CellTiterGlo 48 h; Potency, µM (series often up to 46.1 µM), without a hit: at the top dose growth rescue (activation), hits mostly activators; hit rate 0.23% among 320,000;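 further: potency means the concentration at half of the fitted maximal effect; % of control where 0% means no effect; nearly all actives have a fitted effect of over 45% in size; temperature-sensitive fusion mutants such as fzo1-1 at 37 °C on non-fermentable ethanol glycerol medium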
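S. cerevisiae fusion-defective temperature-sensitive mutants (e.g. fzo1-1, mgm1-5) grown 48 h at 37C in YPEG (ethanol/glycerol non-fermentable) medium with 23 nl compound per well; growth rescue read as CellTiterGlo luminescence.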
Eya2 phos inh – Eya2 (human) phosphatase inhibition; O00167; recombinant Eya2, OMFP fluorescence dephosphorylation (OMFP is methylfluorescein phosphate); Potency, µM (highest dose often 76.9 µM), for inactives: at the highest dose activity, negative = inhibition, most hits filed as inhibitors; hit rate 0.006% among 330,000; further: potency means the concentration at half of the fitted maximal effect; on the % scale 0 is the no-effect control and ±100 the full control effect
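Eya2 (0.2 uM) preincubated 10 min at ambient with compound, then OMFP substrate added at 50 uM; 10 min reaction in 50 mM HEPES pH 7.5, 50 mM NaCl, 5 uM MgCl2, 0.05% BSA, 1 mM DTT. Fluorescence read at Ex 485/Em 525 nm.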
TSHR antag – human thyrotropin receptor antagonism; TSHR-expressing cells, TSH-stimulated cAMP HTRF, 2 h; stronger effect = lower value; P16473; activity change, negative = inhibition, % at 11.5 µM; hit rate 0.2% among 330,000; AID 504810;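 active means activity change below a set negative limit, meaning inhibition stronger than a set level, cut at about -70% in these data; inconclusive means activity change between two set negative limits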; further: on the % scale 0 is the no-effect control and ±100 the full control effect
Target sequence (P16473 whole entry, looked up): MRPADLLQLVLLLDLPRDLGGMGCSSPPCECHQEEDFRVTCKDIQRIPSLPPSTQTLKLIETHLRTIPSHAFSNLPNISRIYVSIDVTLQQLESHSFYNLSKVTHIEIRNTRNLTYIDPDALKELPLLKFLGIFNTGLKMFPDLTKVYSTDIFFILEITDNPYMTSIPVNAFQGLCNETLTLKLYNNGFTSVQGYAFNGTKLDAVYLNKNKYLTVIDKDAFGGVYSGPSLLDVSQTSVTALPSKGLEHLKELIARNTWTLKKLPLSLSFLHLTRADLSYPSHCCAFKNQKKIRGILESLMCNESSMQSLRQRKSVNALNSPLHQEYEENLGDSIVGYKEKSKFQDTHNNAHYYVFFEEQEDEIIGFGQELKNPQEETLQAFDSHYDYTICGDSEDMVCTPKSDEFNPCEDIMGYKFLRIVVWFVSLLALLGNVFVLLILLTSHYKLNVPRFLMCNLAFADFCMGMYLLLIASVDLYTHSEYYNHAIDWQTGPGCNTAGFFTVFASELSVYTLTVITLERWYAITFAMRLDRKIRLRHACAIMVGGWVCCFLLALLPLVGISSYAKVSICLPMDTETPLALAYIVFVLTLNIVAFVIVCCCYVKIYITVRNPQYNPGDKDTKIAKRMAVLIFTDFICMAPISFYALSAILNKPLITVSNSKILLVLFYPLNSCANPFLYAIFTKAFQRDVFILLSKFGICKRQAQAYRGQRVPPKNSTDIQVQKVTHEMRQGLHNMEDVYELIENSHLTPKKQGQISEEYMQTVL
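TSHR-expressing cells were treated with compounds, then stimulated with TSH at EC80 (4nM final) for 2 hours at 37 deg C. Cellular cAMP was measured by HTRF competition between lysate cAMP and cAMP-d2 for a cryptate-labelled anti-cAMP antibody.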
The depositor's hits bear a star; ? = inconclusive; nt = not tested or not shown; [ ] = another dose, or the depositor's remark. Unless noted, the call rests on the fitted dose curve; in most records, active means well fitted curve in the direction sought with a large enough effect; inconclusive means small, poorly fitted or top-dose-only effect, or another doubt; inactive means no such curve, though single readings can be large; an effect the other way counts as inactive or inconclusive. An unsorted share of the library. About 3% of those tested had a hit in this group.

SMILES	BCR signal inh	B2AR arrestin	ELG1 repair inh	USP2a block	PTAP TSG101 blk	Tb PFK block	uPA generation	TCR activator	Mito fusion act	Eya2 phos inh	TSHR antag
COCCn1c(SCC(=O)Nc2nc(C)c(Cl)cc2Cl)nc2ccccc21	4%	-0.9%	-26%	0%	-9%	-1%	-3%	3%	11%	-8%	3
COc1cc(OC)cc(C(=O)NNC(=O)CCc2ccccc2)c1	0%	-0.4%	-18%	-9%	-2%	-8%	-1%	-6%	-7%	-7%	7
CC(C)NC(=O)C1CCCN(S(=O)(=O)c2cccc3nonc23)C1 (stereo unspecified)	-1%	-0.4%	-14%	3%	-7%	4%	2%	2%	5%	2%	23
COc1ccc(-c2nc(=S)c3c(n2Cc2cccnc2)CC(C)(C)OC3)cc1	-4%	0.1%	3%	10%	-1%	1%	0%	-11%	-1%	-1%	-9
Cc1ccnc(NC(=S)N2CCN(c3cccc(C(F)(F)F)c3)CC2)c1	?	-0.8%	13%	3%	1%	-9%	-2%	5%	-44%[inhibitor]	7%	-29
C=CCN(c1ccccc1OC)S(=O)(=O)c1cccc(C(=O)NC2=NCCS2)c1	?	0.5%	23µM*	0%	-1%	7%	3%	-6%[46.1 µM]	nt	-11%	-2
CC(NC(=O)c1ccc(C(C)(C)C)cc1)C(=O)O (stereo unspecified)	1%	-3.0%	?	2%	-1%	5%	nt	-4%	2%	25%	-7
COc1cc(-c2nc(-c3ccc4c(c3)-c3ccccc3S4(=O)=O)c(-c3ccccc3)[nH]2)cc(OC)c1O	?	0.2%	4.6µM*	?	-1%	-2%	-7%	1%	2%	-7%	-5
CC(=O)Nc1ccc(/C(C)=N/NS(=O)(=O)c2ccccc2)cc1	-10%	0.4%	11%	5%	-1%	5%	-7%	-1%[46.1 µM]	-7%	3%	2
CN(c1nc2ccccc2n2c(C3CC3)nnc12)S(=O)(=O)c1ccccc1	1%	-0.7%	-1%	0%	-5%	-3%	-6%	-2%	-5%	12%	-8
O=C(CSc1nc(C2CCCCC2)nc2ccccc12)NCc1ccco1	?	-0.2%	5%	-1%	0%	-25%	nt	0%	?	-1%	8
COc1cccc(Nc2nc3ccccc3n3cnnc23)c1	?	0.5%	-8%	-1%	-5%	0%	-3%	-4%	4%	12%	-11
Oc1ccccc1N1CCN(c2ncnc3scc(-c4ccccc4)c23)CC1	?	-0.2%	18µM*	-1%	1%	3%	8%	0%	5%	9%	-4
CCOc1ccc2c(c1)-c1c(ssc1=S)C(C)(C)N2	?	0.0%	0%	-4%	-4%	-1%	-20%	-34%	11%	-17%	-1
O=C(NC1CCC(=O)N(CCOc2ccccc2)CC1)OCc1ccccc1 (stereo unspecified)	4%	-0.8%	-1%	1%	-3%	0%	5%	-6%	0%	9%	18
CC(C)Cc1nc(N2CCN(C(=O)Cc3ccccc3)CC2)c(C#N)c2c1COC(C)(C)C2	10%	-0.2%	1%	3%	nt	-3%	nt	nt	0%	-6%	1
O=C(CCCN1C(=O)/C(=C/c2ccccc2Cl)SC1=S)NNC(=O)c1ccccc1Cl	?	-0.4%	?	3%	0%	0%	-17%	8%[46.1 µM]	2%	3%	5
Cc1cc(=O)oc2cc(NS(=O)(=O)c3ccc(F)cc3)ccc12	1%	-0.2%	-2%	2%	-1%	6%	0%	-1%	2%	-1%	-3
Cc1csc(SCC(=O)NC(=O)NC(C)C)n1	2%	0.5%	-13%	1%	-1%	4%	-6%	-1%	3%	-9%	-6
Cn1nnnc1SCC(=O)NC(=O)Cc1ccccc1	1%	-0.2%	-5%	-10%	1%	0%	-4%	2%	0%	-10%	2
CCOC(=O)C(C)Sc1nnc(NC(=O)c2cccc([N+](=O)[O-])c2C)s1 (stereo unspecified)	-17%	-0.6%	0%	3%	-3%	1%	1%	-2%[46.1 µM]	3%	-13%	-28
CCCn1cc(S(=O)(=O)CC(=O)Nc2ccc(OCC)cc2)c2ccccc21	?	-0.1%	-20%	-1%	-19%	-13%	4%	nt	-3%	1%	3
O=C(c1ccccc1F)N1CCC(N2CCCCCC2)CC1	-15%	-0.3%	9%	-5%	0%	8%	0%	18%[46.1 µM]	6%	-3%	34
N#CC1(NC(=O)COC(=O)Cn2[nH]c(=O)c3ccccc3c2=O)CCCCC1	2%	-0.3%	15%	1%	0%	8%	-1%	1%	-7%	9%	-5
CC(C)NC(=S)N/N=C/c1c[nH]c2ccccc12	?	9.0%	?	1%	-3%	-1%	0%	3%[46.1 µM]	8%	-1%	1
CCn1c(SCC(=O)N2CCCc3ccccc32)nc2ccccc2c1=O	?	0.3%	?	-1%	-8%	1%	3%	0%	29%	10%	-16
Clc1ccc(-c2csc(N3CCC(c4ccccc4)C3)n2)cc1 (stereo unspecified)	0%	0.0%	?	1%	36%[activator]	4%	6%	-6%	-4%	1%	-6
CCNc1nc(NCC)n2c(SCC(=O)N3CC4(C)CC3CC(C)(C)C4)nnc2n1 (stereo unspecified)	8%	-0.2%	7%	2%	-4%	4%	-7%	4%[46.1 µM]	-1%	-1%	0
CN(Cc1cnn(C)c1)C(=O)C1CCCCC1C(=O)O (stereo unspecified)	9%	-0.2%	1%	0%	-6%	1%	5%	0%[46.1 µM]	0%	1%	-5
COc1ccc(CCOC2OC(CO)C(OC(=O)/C=C/c3ccc(O)c(OC)c3)C(O[C@H]3O[C@@H](C)[C@H](O)[C@@H](O)[C@H]3O)C2O)cc1O (stereo partly specified)	-3%	-0.9%	-1%	1%	-1%	2%	-15%	-1%	nt	7%	-4
C=CCn1c(=S)[nH]c2cc(C(=O)NCCc3ccc(S(N)(=O)=O)cc3)ccc2c1=O	14%	-0.1%	-3%	1%	-1%	0%	-8%	-5%	-4%	-6%	-5
OCCNCCOc1ccc(Cl)c(Cl)c1	0%	-1.4%	-4%	1%	-3%	?	1%	-3%[46.1 µM]	-8%	5%	39
O=c1cc(/C=C/c2cccs2)[nH]c2ccccc12	?	0.0%	?	-1%	-5%	-1%	nt	6%	1%	-8%	-12
CC(=O)N1CCN(c2nc3cc4c(cc3nc2NS(=O)(=O)c2ccccc2)OCCO4)CC1	?	-0.1%	32%	3%	-4%	1%	3%	1%	-1%	5%	-1
FC(F)Oc1ccc(/C=N/n2c(Cc3ccc(Br)cc3)n[nH]c2=S)cc1	4%	0.1%	14%	-4%	4%	-19%	1%	-1%	-5%	-4%	-9
COc1ccc(S(=O)(=O)N(Cc2cccs2)C2CCCC2)cc1	?	-0.4%	-10%	-8%	-6%	13%	-13%	0%	-1%	1%	nt
Cc1cccc(NC(=O)c2nc[nH]c2C(=O)N[C@@H](CC(C)C)C(=O)OC(C)(C)C)c1	8%	0.0%	?	2%	-6%	-4%	-5%	2%	?	-9%	-23
Cc1cc(OCn2ccc(C(=O)O)n2)ccc1Cl	6%	0.1%	-11%	3%	-5%	-1%	4%	-7%	-3%	13%	-2
COc1cc(C=O)ccc1OCC(=O)NC(C)(C)C	-1%	-0.1%	?	1%	-3%	-5%	3%	2%	4%	5%	7
Cc1ccc(Cc2cnc(NC(=O)/C(C#N)=C/c3ccc(-c4ccc([N+](=O)[O-])cc4)o3)s2)cc1	-2%	-0.2%	18%	-1%	-6%	-1%	5%	3%	0%	-36%	-1
CC1=C(C(=O)Nc2ccccc2C(=O)N2CCC(C)CC2)SCCO1	1%	0.5%	-3%	3%	-2%	-4%	8%	-5%	-4%	5%	-11
O=C1Nc2ccccc2C(O)(C(=O)N2CCCCC2)N1c1ccccc1 (stereo unspecified)	7%	0.3%	18%	0%	-2%	2%	-3%	-3%	2%	-8%	3
CCOC(=O)N1CCC(NC(=O)CN(C)S(=O)(=O)c2cc3c(cc2Cl)NC(=O)CO3)CC1	?	-0.3%	-23%	-2%	-7%	-4%	8%	-4%	2%	1%	1
Cc1ccc(N2CC(NS(=O)(=O)c3cc(F)ccc3F)CC2=O)cc1C (stereo unspecified)	-10%	-0.5%	-2%	-1%	-2%	-6%	13%	0%	2%	-1%	11

Assay outcomes deposited in PubChem by National Center for Advancing Translational Sciences (NCATS).
